TbREL1 primary – TbREL1 RNA ligase inhibitors, primary screen, biochemical, FRET fluorescence | TbREL1 RNA ligation | inhibition, % at 9.66 µM | actives 0.49% (n = 89,000);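 active = inhibition above the mean inhibition across all screened compounds plus 3 SD, cut at about 11% in these data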;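 note: 0% = plate median of test wells and 100% = NSC42067 control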
Target sequence (P86926 whole entry, looked up): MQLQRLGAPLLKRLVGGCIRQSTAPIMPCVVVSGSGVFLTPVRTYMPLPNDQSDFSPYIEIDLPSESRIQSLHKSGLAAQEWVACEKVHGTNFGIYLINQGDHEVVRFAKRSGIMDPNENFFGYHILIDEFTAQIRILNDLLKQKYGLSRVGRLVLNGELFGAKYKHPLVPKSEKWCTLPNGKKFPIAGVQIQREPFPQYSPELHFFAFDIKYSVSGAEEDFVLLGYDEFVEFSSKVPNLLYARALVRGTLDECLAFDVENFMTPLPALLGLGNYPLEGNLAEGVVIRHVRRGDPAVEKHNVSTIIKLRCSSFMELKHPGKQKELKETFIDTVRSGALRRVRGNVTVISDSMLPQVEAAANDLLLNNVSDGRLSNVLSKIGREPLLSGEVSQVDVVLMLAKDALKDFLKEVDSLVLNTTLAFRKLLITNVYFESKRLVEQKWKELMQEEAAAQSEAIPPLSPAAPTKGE
* = called active by the depositor.

SMILES	TbREL1 primary
CCCc1cc(=O)oc2c(C)c(OS(C)(=O)=O)ccc12	6
Fc1ccc(CC2CCN(c3ncnc4sccc34)CC2)cc1	0
O=c1[nH]nc(-c2cc(-c3ccccc3)nc3ccccc23)o1	2
Cc1cc(Cl)ccc1OCCCC(=O)N1CCN(C(=O)c2ccco2)CC1	-2
COc1cccc(/C=C/C(=O)OCC(=O)N2CCCC2)c1OC	6
COc1ccc(N2CCN(C(=O)Nc3cccc(C(F)(F)F)c3)CC2)cc1	-8
O=C(CSc1nnc(-c2cnccn2)n1Cc1ccco1)c1ccc2ccccc2c1	0
CC(=O)NC1(C(F)(F)F)C(=O)Nc2c1c(=O)[nH]c(=O)n2Cc1ccco1 (configuration not stated)	5
O=C(NC1CCCCC1)C(c1ccncc1)N(Cc1ccccc1)C(=O)c1ccc(-c2ccccc2)[nH]1 (configuration not stated)	-1
O=C(COC(=O)c1ccc([N+](=O)[O-])o1)NCc1ccc(F)cc1	5
CCOC(=O)C1/C(=N\O)CC(C)(O)C(C(=O)OCC)C1c1ccc(N(C)C)cc1 (configuration not stated)	-3
CSc1ccc(/C=N/NC(=O)c2ccc(C)c(C)c2)cc1	2
C[C@H](NC(=O)/C=C/[C@H]1O[C@@H](n2ccc(=O)[nH]c2=O)[C@H](O)[C@@H]1O)C(=O)O	0
O=C(NC1CCCC1)c1cc2c(=O)n3ccccc3nc2s1	0
CC1CC(NC(=O)c2c(O)nc3ccccn3c2=O)CC(C)(C)C1 (configuration not stated)	0
O=C1CC(c2ccncc2)c2cc3c(cc2N1)OCO3 (configuration not stated)	-1
Cc1cccc(NC(=S)N(CCCN2CCOCC2)C(C)c2cc3ccccc3o2)c1 (configuration not stated)	-2
C[C@@H]1CC[C@@]2(O[C@H](CCO)C[C@@H](O)[C@@H]2O)O1	-1
CN(Cc1cccc(F)c1)C(=O)CN1CCN(S(=O)(=O)c2ccc3c(c2)OCCCO3)CC1	-8
COc1ccccc1NC(=O)c1cc(Cl)nc2ccccc12	3

Some of these compounds in order of SMILES length, rising:
SMILES	TbREL1 primary
Cc1cccc(NC(=S)N(CCCN2CCOCC2)C(C)c2cc3ccccc3o2)c1 (configuration not stated)	-2
C[C@@H]1CC[C@@]2(O[C@H](CCO)C[C@@H](O)[C@@H]2O)O1	-1
C[C@H](NC(=O)/C=C/[C@H]1O[C@@H](n2ccc(=O)[nH]c2=O)[C@H](O)[C@@H]1O)C(=O)O	0

Additional records:
SMILES	TbREL1 primary
CN1c2ccccc2-c2nc3ccccc3n2C1c1cccs1 (configuration not stated)	1
COCCNC(=O)/C(C#N)=C/c1c(F)cccc1Cl	7
O=c1cc(NCc2ccccc2)[nH]c(=O)[nH]1	0
c1ccc(C(c2c[nH]c3ccccc23)c2c[nH]c3ccccc23)nc1	-4
COc1cccc(NC(=O)C2C3C=CC4(O3)C2C(=O)N(C(C)C)C4C(=O)NC2CCCCC2C)c1 (configuration not stated)	-4
CN(CCOCCOc1ccc2ccccc2c1)Cc1ccccc1	-1
Brc1ccc(-n2cccc2/C=N/n2cnnc2)cc1	2
COc1cc([C@@H]2CC=C(C(=O)O)[C@H](c3ccccc3)N2S(=O)(=O)c2ccc(C)cc2)cc(OC)c1OC	-1
CCn1nc(C)c(/C=N/NC(=O)Cn2nccc2C)c1C	-3
Cc1[nH]nc(N2CCCCC2)c1[N+](=O)[O-]	0
C/C(CC(=O)NC1CCCCC1)=N\NC(=O)c1ccccc1C	-4
CCCn1nc(NC(=O)c2cccs2)c2cc3cc(OC)ccc3nc21	-2
Cc1ccc(S(=O)(=O)N2CCN(C(=O)CCOc3ccccc3C)CC2)cc1C	-2
O=C1CN(C(=O)COC(=O)c2ccc(C(F)(F)F)cc2)c2ccccc2N1	-1
CC(C)Oc1cccc(-c2csc(N3CCC(C(N)=O)CC3)n2)c1	4
O=C(Cn1ncc(Cl)c(Cl)c1=O)NC1CCCCC1	0
Cc1cc(C(=O)Nc2ccccc2Cc2ccccc2)no1	-1
Cc1cc(Cl)c(OCCCn2cncn2)c(Br)c1	-1
O=C1c2ccccc2-c2c1cccc2C(=O)N1CCN(C(=O)c2ccco2)CC1	-2
O=S(=O)(Nc1ccc(Cl)c(C(F)(F)F)c1)c1cnc[nH]1	-2
C[C@H]1[C@@H](N(C)Cc2ccccc2)CC[C@@]23CCCN2C(=O)CCC[C@@H]13	2
O=C(Nc1cccc(C(F)(F)F)c1)c1cc[n+]([O-])cc1	3
C=CCOC(=O)C1=C[C@H](c2cn(C(C)=O)c3ccccc23)C[C@H](OCc2ccc(CO)cc2)O1	-2
CN1CCN(S(=O)(=O)c2ccc(NC(=S)NC(=O)c3ccccc3)cc2)CC1	-3
CN(C)C(=O)CSCc1c(Cl)cccc1Cl	-1
CCOC(=O)C1(Cc2ccccc2C(F)(F)F)CCN(CCCn2cccn2)CC1	-5
CCOC(=O)/C=C1\CN(C(C)c2ccccc2)S(=O)(=O)c2ccccc21 (configuration not stated)	0
N#Cc1cccc(NC(=O)N2CCC(c3nc4c(nnn4Cc4cccc(Cl)c4)c(=O)[nH]3)CC2)c1	0
COc1ccc(CN(C)C(=O)CCNS(=O)(=O)c2ccccc2)c(OC)c1	-2
COC(=O)c1cccnc1-n1c(=O)c2cccnc2n(Cc2ccc(Cl)cc2)c1=O	-3
COc1ccc(NC(=O)c2ccccc2-c2ccccc2)c(C)c1	11
CC(C)CC(=O)C1CCCN(C(=O)c2ccc3oc(Cc4ccccc4)nc3c2)C1 (configuration not stated)	-5
CCn1c(CSc2nc3ccccc3s2)nnc1SCC(N)=O	0
Cc1cc(-c2cc(NC(=O)Cc3c(C)[nH]c4ccccc34)ccc2N(C)c2cccnc2)ccc1F	3
CCN(CC)C(=S)NC(=O)c1cccnc1	2
CC1CC(C)(C)NC(=S)N1CC(=O)NCc1ccc(Cl)cc1 (configuration not stated)	-5
Cc1ccc(CNC(=O)C2CC(c3ccccc3C(F)(F)F)=NO2)cc1 (configuration not stated)	4
COc1ccc(C2CC(c3ccc(Cl)cc3Cl)Nc3nc(N)nn32)cc1 (configuration not stated)	-4
COc1ccc(Br)c(Cn2c(C)c(C(=O)NCc3cccc([N+](=O)[O-])c3)sc2=O)c1	3
CCOC(=O)[C@]12CCCC=C1N(Cc1ccco1)C(=O)[C@H](CC(=O)N1CCSCC1)C2	-5

Next part.
Structure	TbREL1 primary
CCN(CC)c1ccc(NC(=O)CCCCCN2C(=O)c3ccccc3C2=O)cc1	-7
CCOC(=O)c1c(-c2ccccc2Cl)cn2ccccc12	-1
CC(=O)C1=C(C)N(Cc2ccc(F)cc2)C(=S)NC1c1cccc(Cl)c1 (configuration not stated)	-6
O=C(O)C1=C[C@@H](c2ccc(Br)cc2)C[C@@H](OCc2ccc(CO)cc2)O1	-1
O=C(CCn1cccc1)Nc1ccc(F)cc1	-3
CC(C)C(NC(=O)c1ccco1)C(=O)NCC(c1ccco1)N1CCCCC1 (configuration not stated)	-1
O=C(Nc1ccc(F)cc1)Nc1nnc(Cc2ccccc2F)s1	2
CCC(C)OC(=O)C1=C(C)NC(=O)CC1c1ccccc1OC (configuration not stated)	-1
Cn1c(=O)[nH]c(=O)c2c1nc(N1CCCCCC1)n2CCOc1ccccc1	0
COC(=O)c1[nH]c2cc(OC)ccc2c1NC(=O)CN1CCN(c2cccc(C)c2)C(C)C1 (configuration not stated)	2
O=C1CCCC(O)=C1N=Nc1c(Cl)cc(Cl)cc1Cl	6
Cc1ccc(C(=O)N2CC3(C(C)C)CN(C(=O)c4ccc(C)cc4)CC(C(C)C)(C2)C3=O)cc1	-2
CNC(=O)c1ncnnc1N(C)C(=O)NCc1ccccc1	6
COc1ccc(OC)c(NC(=O)CS(=O)(=O)c2cn(CC(=O)N3CCOCC3)c3ccccc23)c1	1
COc1ccc(-n2c(Cc3cc(=O)[nH]c(=O)[nH]3)nnc2SCC(=O)NC2CCCC2)cc1	-1
C/C(Cc1ccccc1)=N\NC(=O)CNC(=O)Cc1ccc(Cl)cc1	-1
CCCCCCCN1C(Nc2ccccc2)=NC[C@@H]1C	3
O=C(NNc1cc(Cl)ccc1Cl)c1c(F)cccc1Cl	3
Cc1cc(C)n2nc(SCC(=O)c3cc(C)n(CC4CCCO4)c3C)nc2n1 (configuration not stated)	-4
O=C(O)CC(NC(=O)Cc1ccccc1)c1cc([N+](=O)[O-])ccc1Cl (configuration not stated)	-2
O=C(NCCc1ccc(Cl)cc1Cl)c1cccnc1	2
Cc1ccc(/C=C2\CCC(C3CCCC3)C2=O)cc1 (configuration not stated)	6
Cc1ccccc1OCc1nc2ccccc2c(=O)n1/N=C/c1cccc([N+](=O)[O-])c1	2
O=C(NCc1ccco1)c1cc2n(n1)C(C(F)(F)F)CC(c1ccc(F)cc1)N2 (configuration not stated)	-3
CC(C)CC(OC(=O)c1ccc(Cl)nc1)C(=O)NC1CCCC1 (configuration not stated)	3
N#CC1(c2ccccc2)CCCN1C(=O)c1ccccc1Br (configuration not stated)	-2
O=C(c1cccs1)N1CCN(c2ccc(F)cc2)CC1	-4
CCC1Sc2ccc(S(=O)(=O)CCC(=O)NCc3ccc(C)o3)cc2NC1=O (configuration not stated)	-4
Clc1ccc(NCc2cccnc2)c(Cl)c1	5
N#Cc1c(-c2ccco2)cc(-c2ccc(F)cc2)nc1N	-4
COc1cc(F)cc(-c2ccc3c(c2)c(C#Cc2ccsc2)c(-c2cc(OC)cc(OC)c2)n3C)c1	5
CCOC(=O)CSc1nc2c(sc(=S)n2CCc2ccccc2)c(=O)n1Cc1ccco1	0
CSCC(=O)Nc1cc(C)on1	2
CS(=O)(=O)Nc1cccc2cccnc12	-3
CCCn1cnc2c(Sc3c([N+](=O)[O-])ncn3C)nc(N)nc21	0
CN(C)CCCOc1ccc(C(C)(C)c2ccccc2)cc1	5
COc1cc(C(=O)N2CCN(S(=O)(=O)c3cccs3)CC2)cc(OC)c1C	5
CCOC(=O)c1ccc(S(=O)(=O)N2CCNCC2)cc1	0
Cc1onc(C(=O)N2CCN(Cc3ccccc3)CC2)c1[N+](=O)[O-]	-3
O=C1CCN(S(=O)(=O)c2ccc(Cl)cc2)CC1	1
COc1ccc(CN(C)C[C@H]2OCc3cnnn3CCCC(=O)N([C@H](C)CO)C[C@@H]2C)cc1	0
CCOC(=O)C(Cc1ccccc1)C(=O)Nc1ccc(N(CC)CC)cc1 (configuration not stated)	-6
O=C1C2ON(c3ccccc3)C(c3cccnc3)C2C(=O)N1c1ccccc1 (configuration not stated)	2
NNC(=O)c1ccc(CSc2cccc3cccnc23)cc1	1
CC(OC(=O)CCc1nc(=O)c2ccccc2n1C)C(=O)NCc1ccc2c(c1)OCO2 (configuration not stated)	-1
Cc1ccc(S(=O)(=O)N2CCCCC2)cc1NC(=O)COC(=O)CNC(=O)c1cc(Cl)cc([N+](=O)[O-])c1	5
Cc1ccccc1Cn1cnc2c(nnn2Cc2ccc(F)cc2)c1=O	6
CCn1ncc([N+](=O)[O-])c1C(=O)N1CCc2ccccc2C1	0
CCCNc1nc(C)c(C(C)=O)cc1C#N	1
CC1(C)CC(=O)C2=C(C1)N=C1SCCC(=O)N1C2c1cccc([N+](=O)[O-])c1 (configuration not stated)	-1

Carrying on:
Structure	TbREL1 primary
COc1ccc(CN2CCN(C(C)C(=O)N3CCc4ccccc43)CC2)cc1OC (configuration not stated)	-2
CC(C)c1ccc(CCNC(=O)CCNS(=O)(=O)c2ccc(Br)cc2)cc1	0
CC[C@@H]1CCCCc2ccccc2[C@@H](C(=O)C[C@@H](O)CC(C)=O)OC1=O	-7
CCCc1cc(=O)[nH]c(SCC(=O)Nc2cc(S(=O)(=O)N3CCOCC3)ccc2Cl)n1	0
c1csc(-c2cnc3n2CCCC3)c1	2
O=C(O)C1=C(C(=O)Nc2ccc(F)c(Cl)c2)CCCC1	6
O=C(NC1CC1)c1cc2cc3ccccc3nc2s1	7
CC12CCC(=O)N1C(C(=O)Nc1nc3ccc(S(C)(=O)=O)cc3s1)CS2 (configuration not stated)	-1
CCC(C)(C)NC(=O)C(c1cccnc1)N(CCOC)C(=O)Cn1nnc2ccccc21 (configuration not stated)	-4
Cc1cc(C(=O)CN2C(=O)C(=O)N(Cc3ccccc3)C2=O)c(C)n1Cc1ccccc1	-8
O=C1CCC(C(=O)N2CCCC(Nc3ccc(F)cc3)C2)=NN1 (configuration not stated)	0
O=C(c1ccc2c(c1)OCO2)C1CCCN(C2CCN(CCc3ccccc3)CC2)C1 (configuration not stated)	0
C=CCNC(=O)C1CC(=O)N(c2ccc(OCC(=O)Nc3ccc(OC)cc3)cc2)C1 (configuration not stated)	0
CN(c1cccnc1)c1ccc(NC(=O)Cc2cn(Cc3ccccc3)c3ccccc23)cc1Br	2
COc1ccc(C(=O)/C=C/c2cccs2)c(OC(=O)c2cccc([N+](=O)[O-])c2)c1	2

Among those listed so far, these have an NH in an aromatic ring:
Structure	TbREL1 primary
O=c1[nH]nc(-c2cc(-c3ccccc3)nc3ccccc23)o1	2
CC(=O)NC1(C(F)(F)F)C(=O)Nc2c1c(=O)[nH]c(=O)n2Cc1ccco1 (configuration not stated)	5
O=C(NC1CCCCC1)C(c1ccncc1)N(Cc1ccccc1)C(=O)c1ccc(-c2ccccc2)[nH]1 (configuration not stated)	-1
C[C@H](NC(=O)/C=C/[C@H]1O[C@@H](n2ccc(=O)[nH]c2=O)[C@H](O)[C@@H]1O)C(=O)O	0
O=c1cc(NCc2ccccc2)[nH]c(=O)[nH]1	0
c1ccc(C(c2c[nH]c3ccccc23)c2c[nH]c3ccccc23)nc1	-4
Cc1[nH]nc(N2CCCCC2)c1[N+](=O)[O-]	0
O=S(=O)(Nc1ccc(Cl)c(C(F)(F)F)c1)c1cnc[nH]1	-2
N#Cc1cccc(NC(=O)N2CCC(c3nc4c(nnn4Cc4cccc(Cl)c4)c(=O)[nH]3)CC2)c1	0
Cc1cc(-c2cc(NC(=O)Cc3c(C)[nH]c4ccccc34)ccc2N(C)c2cccnc2)ccc1F	3
Cn1c(=O)[nH]c(=O)c2c1nc(N1CCCCCC1)n2CCOc1ccccc1	0
COC(=O)c1[nH]c2cc(OC)ccc2c1NC(=O)CN1CCN(c2cccc(C)c2)C(C)C1 (configuration not stated)	2
COc1ccc(-n2c(Cc3cc(=O)[nH]c(=O)[nH]3)nnc2SCC(=O)NC2CCCC2)cc1	-1
CCCc1cc(=O)[nH]c(SCC(=O)Nc2cc(S(=O)(=O)N3CCOCC3)ccc2Cl)n1	0

A portion of the library; count on the stated rates, not on these rows.
